From PubChem
CHX counter: counter-screen for Shiga toxin inhibitors: cycloheximide protein synthesis inhibition | max response, % | hit rate 12% among 300,000 | cell reporter, cycloheximide protein synthesis inhibition counterscreen; in the data active means max response mostly above about 13%, no sharp cut-off; inactive means mostly below about 14%; further: read at 38.3 µM for the half of the compounds with a filed dose; 0% is about no effect
Pf growth 48h: inhibits P. falciparum growth in the first generation, 48 h; P. falciparum luciferase growth in erythrocytes, 48 h; Potency, µM (highest dose often 28.7 µM), inactives show at the top dose activity change, negative = inhibition, most hits filed as inhibitors; hit rate 5.9% among 310,000; AID 504832; further: potency means the concentration at half of the fitted maximal effect; on the % scale 0 is the no-effect control and ±100 the full control effect
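Here the parasites carry a stable luciferase gene and grow inside erythrocytes in Albumax-based RPMI medium with compound for one erythrocytic cycle. Activity is scored as loss of luminescent signal.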
Pf growth 96h: P. falciparum growth inhibition at 96 hour, primary screen for plastid delayed-death inhibitors. P. falciparum luciferase reporter growth, 96 h. Potency, µM (highest dose often 28.7 µM), for the others: at the top dose activity change, negative = inhibition, most hits filed as inhibitors. hit rate 6.9% among 320,000. AID 504834; further: potency means the concentration at half of the fitted maximal effect; on the % scale 0 is the no-effect control and ±100 the full control effect
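Erythrocytes infected with luciferase-expressing P. falciparum were dispensed at 2% hematocrit and 0.05% parasitemia (final), then incubated with compounds 96 hours at 37 C in 5% CO2. Luminescence after detection reagent addition reported growth.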
HCV inh: blocks hepatitis C virus; Potency, µM (top dose mostly 41.8 µM), without a hit: at the top dose activity change, negative = inhibition, most hits filed as inhibitors; AID 651820; hit rate 3.4% among 340,000; Huh7.5.1 HCVcc-Cre infection, luciferase reporter, 44 h; further: potency means the concentration at half of the fitted maximal effect; on the % scale 0 is the no-effect control and ±100 the full control effect
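Antiviral activity was scored by luciferase reporter output from cells infected with HCVcc-Cre (~0.5 moi) in presence of compound, 44 h infection period, cells seeded 1,000/well 4 h prior.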
FBPA Giardia inh: blocks Giardia fructose-bisphosphate aldolase activity. purified Giardia FBPA. AID 2451. hit rate 0.71% among 290,000. Potency, µM (series often up to 59.6 µM), inactives show at the top dose activity, negative = inhibition, actives largely listed as inhibitors. A8B2U2; further: potency means the concentration at half of the fitted maximal effect; on the % scale 0 is the no-effect control and ±100 the full control effect; nearly all actives have a fitted effect of over 55% in size
Target sequence (A8B2U2 whole entry, looked up): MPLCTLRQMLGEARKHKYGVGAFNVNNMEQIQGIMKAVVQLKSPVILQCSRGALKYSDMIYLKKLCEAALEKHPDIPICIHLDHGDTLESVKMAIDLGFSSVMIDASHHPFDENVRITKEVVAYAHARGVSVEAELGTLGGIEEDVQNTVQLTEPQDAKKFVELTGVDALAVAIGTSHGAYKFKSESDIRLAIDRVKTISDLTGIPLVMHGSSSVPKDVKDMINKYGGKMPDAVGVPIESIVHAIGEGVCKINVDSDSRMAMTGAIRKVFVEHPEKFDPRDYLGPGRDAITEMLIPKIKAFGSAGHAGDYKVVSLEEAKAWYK
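40 nM FBPA preincubated 10 min at RT with compound (up to 57.5 uM final), then substrate plus GAPDH/TPI/NAD/arsenate coupling and diaphorase/resazurin added. Fluorescence read after 20 min at RT, 525/598 nm.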
Shiga toxin inh: blocks Shiga toxin action in Vero cells; Vero cells, Shiga toxin protein synthesis inhibition reporter; inhibition, % at 38.7 µM; hit rate 9.2% among 290,000; AID 2315; in the data active means inhibition mostly above about 28%, no sharp cut-off; inactive means mostly below about 43%; further: 0% is about no effect
Numbers without * were called inactive; ? = inconclusive; nt = not tested or not shown; & = joins results of further samples; [ ] = another dose, or the depositor's remark. Unless noted, the call rests on the fitted dose curve; in most records, active means well fitted curve in the direction sought with a large enough effect; inconclusive means small, poorly fitted or top-dose-only effect, or another doubt; inactive means no such curve, though single readings can be large; an effect the other way counts as inactive or inconclusive.

Below each compound: CHX counter	Pf growth 48h	Pf growth 96h	HCV inh	FBPA Giardia inh	Shiga toxin inh
- CCOc1ccccc1NC(=O)Cn1c(=O)n(-c2ccc(OC)cc2OC)c(=O)c2c(C)c(C(=O)N(CC)CC)sc21
 : -2	?	-26%	?	2%	-12
- Cc1cccnc1-n1c(-c2ccccc2)nc2ccccc2c1=O
 : -7	-18%	0%	7%	1%	-5
- Cc1cccnc1NC(=O)CSc1ncnc2sc(C)c(C)c12
 : nt	?	2%	-15%	nt	nt
- Cc1ccc(C(=O)c2coc3ccc(OCC(=O)O)cc23)cc1
 : 22*	6%	nt	-1%	4%	35*
- Cn1c(SCC(=O)N2CCCc3ccccc32)nc2ccccc2c1=O
 : -3	?	169%[activator]	13µM*	1%	-1
- C#CC(CC)(CC)NC(=O)c1ccc(Br)s1
 : -2	-10%	?	?	3%	-20
- O=C(Cc1ccccc1)NNC(=O)c1ccc(Br)o1
 : -2	28%	4%	8%	-4%	2
- CC(C)C1N=C2c3ccccc3N=C(SCC(=O)c3ccc(O)c(O)c3)N2C1=O (stereo unspecified)
 : 2	12µM*	15%	4%	?	-11
- O=C(Nc1ccccc1)Oc1ccccc1
 : 7	31%[activator]	nt	15%	4%	-2
- O=C(O)c1ccccc1NC(=O)N1CCOCC1
 : 12	13%	42%[activator]	7%	-9%	-4
- CCCn1c(N)c(N(CCOC)C(=O)c2ccc(F)cc2)c(=O)[nH]c1=O
 : -1	15%	22%	12%	2%	2
- COc1ccc(/C=C2/SC(=O)N(CC(=O)NCCC(C)C)C2=O)cc1OC
 : -3	-26%	-25%[5.75 µM]	-15%	5%	-17
- CCOC(=O)CNC(=O)CSc1nnc(-c2cccc(C)c2)n1-c1ccc(OC)cc1
 : -1	-8%	-28%	6%	-11%	-9
- Cc1ccc(NC(=S)N(CCN(C)C)C(C)c2ccco2)c(C)c1 (stereo unspecified)
 : -3	-9%	-1%	-3%	2%	-7
- COc1ccc(C(O)(C(=O)NNc2ccc(C)cc2)c2cccs2)cc1 (stereo unspecified)
 : -1	1%	nt	-6%	-8%	2
- Cc1cc(C)nc(NC(=O)c2csnn2)c1
 : 5	5%	15%	1%	3%	-21
- Cc1c(F)cccc1NS(=O)(=O)c1ccc(OCCNS(C)(=O)=O)cc1
 : 6	13%	?	-29%	-1%	-6
- COc1cc2cc(C(=O)N/N=C/c3ccc(F)cc3)[nH]c2cc1OC
 : 4	?	?	-21%	1%	3
- CCCC(=O)Nc1ccc(C(=O)NNC(=O)c2cccc([N+](=O)[O-])c2)cc1
 : -2	96%[activator]	14%	-3%	1%	-5
- Cc1ccc(S(=O)(=O)N2CCN(C(=O)C3CCCC3)CC2)cc1C
 : -1	-3%	-4%	19%	9%	-3
- N#Cc1c(-c2cccc([N+](=O)[O-])c2)nc2n(c1=O)CCS2
 : -3	nt	2%	-6%	8%	-3
- COc1cc2c(cc1/C=C/C(=O)O)OC(C)C2 (stereo unspecified)
 : 11	8%	3%	19%	8%	-9
- O=C(C1CCCCC1)N1CCN(S(=O)(=O)c2ccc(Cl)cc2)CC1
 : 1	-7%	-1%	15%	5%	-4
- Cc1ccc2c(c1)N(CCC(=O)NCCCOC(C)C)C(=O)C(C)O2 (stereo unspecified)
 : 3	4%	?	-8%	0%	20
- CCc1ccc(C2c3[nH]c4ccccc4c3CCN2C(=O)CN2CCN(CC)CC2)cc1 (stereo unspecified)
 : -2	10µM*	?	?	1%	-6
- O=C(CCCNC(=O)c1ccc(Cl)cc1)Nc1ncccc1O
 : -2	?	8.3µM*	11%	nt	4
- O=C(CCC(=O)Nc1ccccc1)NNC(=O)c1ccccc1Cl
 : 6	5%	9%	14%	5%	8
- O=C(CSCc1cc(=O)n2ccsc2n1)Nc1ccccc1
 : 8	16%	?	11%	nt	-11
- CCCc1n[nH]c2c1/C(=N\O)CCC2
 : 5	14%	?	4%	0%	-6
- Nc1c(S(=O)(=O)c2ccccc2)csc1C(=O)O
 : -4	?	-12%	12%	13%	-13
- O=C(CSC1=NS(=O)(=O)c2ccccc21)Nc1ccccc1
 : 14	nt	-4%	17%	-20%	-5
- CCOC(=O)N1CCN(C(=O)c2ccc3c(=O)n(CCc4ccccc4)c(=O)[nH]c3c2)CC1
 : -3	?	?	1%&-3%	0%	7
- CC(=O)c1ccc(NC(=O)CCCCCn2nnc3ccccc3c2=O)cc1
 : 2	?	?	-10%	-5%	1
- O=C(COC(=O)/C=C/c1ccc(C(F)(F)F)cc1)NC(=O)NCc1ccco1
 : nt	-14%	-27%	-10%	nt	nt
- CC1CCCC(C)N1C(=O)CN1C(=O)c2ccccc2S1(=O)=O (stereo unspecified)
 : nt	-3%	19%	2%	nt	nt
- O=C(NNC(=O)C1CC=CCC1C(=O)O)c1ccc(Cl)cc1 (stereo unspecified)
 : 3	9%	109%[activator]	3%	10%	-5
- Cc1ccc(C)c(OCc2cc(C(=O)NC3CCN(Cc4ccccc4)CC3)no2)c1
 : 29*	?	?	6.3µM*	0%	23
- O=C(NCc1ccc2c(c1)OCO2)C1CC(=O)N(C2CCCCCCC2)C1 (stereo unspecified)
 : 1	28%	84%[activator]	8%	6%	-8
- CCOC(=O)Nc1sc2c(c1C#N)CCC(C)C2 (stereo unspecified)
 : 46*	114%[activator]	?	-22%	-1%	91*
- CC(=O)c1ccc(OCC(C)C)c(CN2CCCCC2)c1
 : -10	-3%	3.7µM*	17%	-6%	-25

One compound at a time (already shown). Order of values: CHX counter	Pf growth 48h	Pf growth 96h	HCV inh	FBPA Giardia inh	Shiga toxin inh
O=C(CCC(=O)Nc1ccccc1)NNC(=O)c1ccccc1Cl is listed with 6	5%	9%	14%	5%	8
Cc1ccc(C)c(OCc2cc(C(=O)NC3CCN(Cc4ccccc4)CC3)no2)c1 is listed with 29*	?	?	6.3µM*	0%	23
CCOC(=O)Nc1sc2c(c1C#N)CCC(C)C2 (stereo unspecified) is listed with 46*	114%[activator]	?	-22%	-1%	91*
CC(=O)c1ccc(NC(=O)CCCCCn2nnc3ccccc3c2=O)cc1 is listed with 2	?	?	-10%	-5%	1
CC(=O)c1ccc(OCC(C)C)c(CN2CCCCC2)c1 is listed with -10	-3%	3.7µM*	17%	-6%	-25

Later entries.
Below each compound: CHX counter	Pf growth 48h	Pf growth 96h	HCV inh	FBPA Giardia inh	Shiga toxin inh
- CCc1cc(=O)oc2cc(OC3CCCCC3=O)ccc12 (stereo unspecified)
 : -2	37%[activator]	27%	-10%	1%	22
- CC(C)(C)NC(=O)CN(C(=O)c1ccc(Cl)nc1)c1cccc2ccccc12
 : 0	-17%	?	1%	-3%	32
- CCN(CC)CCN=Cc1c(O)n(Cc2ccccc2)c(=O)[nH]c1=O
 : -3&5	18%	48%&9%[activator]	15%&3%	4%&1%	-2&24
- COc1ccc(Nc2nc(N3CCN(S(=O)(=O)N(C)C)CC3)nc3ccccc23)cc1
 : -1	10µM*	8.3µM*	11µM*	4%	-8
- CC(=O)NC(Cc1ccc(N(CCCl)CCCl)cc1)C(=O)NC(CC(C)C)C(=O)O (stereo unspecified)
 : 0	14%	10µM*	-22%	-26%	-6
- CCOC(=O)c1cnc(SCC(=O)Nc2nc(C)c(C)s2)nc1N
 : 3	47%[activator]	?	?	5%	17
- O=C(Nc1c(Cl)ccc2nsnc12)c1ccc([N+](=O)[O-])o1
 : 41*	?	?	?	-10%	51*
- Cn1c(=O)c2c(nc(Cl)n2CC(=O)N2CCCCC2)n(C)c1=O
 : 3	-2%	-7%	2%	-1%	1
- CC(C)(C)c1ccc(/C=N/NC(=O)Cc2c[nH]c3ccccc23)cc1
 : 4	-12%	nt	?	-9%	-5
- CN(C)NC(=O)C(NC(=O)c1ccccc1)C12CC3CC(CC(C3)C1)C2 (stereo unspecified)
 : -3	18%	?	13%	-2%	-13
- O=C(CCC1CCCN(Cc2cccc(Cl)c2)C1)NCc1ccccc1F (stereo unspecified)
 : 1	-20%	-13%	-7%	3%	-8
- CCc1ccc(N(C(=O)CCC(=O)Nc2cc(C)on2)C(C(=O)NC2CCCC2)c2ccco2)cc1 (stereo unspecified)
 : -2	?	?	?	-3%	2
- Cc1cc(C)cc(-n2ncc3c2CCCC3NC(=O)c2ccccc2N2CCOCC2)c1 (stereo unspecified)
 : -2	?	-34%	-27%	8%	-11
- CCCn1nc2cc(C(=O)NCc3ccc(C)cc3)ccc2c1OCC
 : 12	?	?	-22%	3%	17
- COc1cccc(CNC(=O)COC(=O)C2CC3CCCC(C2)C3=O)c1 (stereo unspecified)
 : nt	?	31%[activator]	-13%	nt	nt
- CC(C)OP(=O)(Nc1cccc2ccccc12)OC(C)C
 : -2	?	?	-8%	-5%	-14
- COc1ccc(/C=N/NC(=O)c2ccn[nH]2)cc1Cn1cc([N+](=O)[O-])cn1
 : 23*	19%	16%	6%	1%	59*
- COC(=O)c1cccc(NC(=O)CCCN2C(=O)NC3(CCCC3)C2=O)c1
 : nt	?	0%	6%	nt	nt
- O=[N+]([O-])c1ccc(-n2cccn2)c(-c2nn[nH]n2)c1
 : 4	21%	?	6%	-20%	11
- CN(C)S(=O)(=O)c1cccc(-c2nn(-c3ccccc3)cc2/C=C(/C#N)C(=O)NCc2ccco2)c1
 : 16	0%	?	1%	0%	14
- Cc1cc(C(=O)N/N=C/c2ccccn2)c2ccccc2n1
 : -9	9%	-2%	9%	-4%	-7
- Cc1ccc(C)c(N2CCN(C(=O)C3CCCN(c4ncnc5c4nc4n5CCCCC4)C3)CC2)c1 (stereo unspecified)
 : 9	9.3µM*	?	-16%	3%	-5
- CC(C)(C)N1CC(C(=O)Nc2ccc(S(N)(=O)=O)cc2)CC1=O (stereo unspecified)
 : -2	-27%	0%	4%	-8%	-8
- CCOC(=O)c1[nH]c2ccc(Br)cc2c1NC(=O)CNC
 : -6	nt	7%	-16%	-2%	-6
- O=C(Cc1cccc2ccccc12)N1CCN(c2ncccn2)CC1
 : -4	-5%	11%	6%	6%	-2
- O=C(OCC(=O)c1ccc[nH]1)c1ccc(S(=O)(=O)N2CCCCCC2)cc1
 : 0	5%	65%[activator]	14%	5%	14
- S=c1[nH]nc(CN2CCCCC2)n1Cc1ccccc1
 : -4	3.7µM*	2%	9%	-1%	10
- COC(=O)c1ccc(OCC(=O)Nc2nn(-c3ccccc3)nc2C(N)=O)cc1
 : 1	20%	1%	13%	2%	-6
- CC1(C)CC(=O)c2cc(OCC(=O)NCc3cccnc3)ccc2O1
 : -3	0%	13µM*	4%	2%	-3
- CC(C)(C)c1ccc(/C=N/NC(=O)C2CCCC2)cc1
 : 51*	-23%	?	?	nt	133*
- CCCCC(=O)N/N=C/c1c(O)n(Cc2ccc(F)cc2)c(=O)[nH]c1=O
 : -1	-4%	-6%	11%	?	-8
- CN1CCN(C(=O)/C=C\c2ccc(Cl)cc2)CC1
 : -1	42%[activator]	10%	13%	1%	2
- COc1ccc(NC(=O)CC2C(=O)OCC3CCCCN32)cc1Cl (stereo unspecified)
 : 2	-2%	5%	0%	-1%	-16
- N/C(=N\OC(=O)C1CCCCC1)c1ccc(Br)cc1
 : 23*	78%[activator]	88%[activator]	10%	6%	51*
- CCOC(=O)C1=NN(c2ccc(OC)cc2)C(c2ccccc2)CC1=O (stereo unspecified)
 : -3	?	?	7%	3%	-2
- O=C(O)COc1ccc(/C=N/NC(=O)C(O)(c2ccccc2)c2ccccc2)cc1
 : -3	7%[0.00184 µM]	23%	14%	-18%	-3
- COc1cc(OC)cc(C(=O)c2c(C)c(C#N)c3ccccn23)c1
 : 9	8.3µM*	?	?	6%	-7
- CCCCC1=CC2=CC(=O)C(C)(OC(=O)CC)C(=O)C2=CN1Cc1ccccc1 (stereo unspecified)
 : -5	?	?	-7%	?	-8
